TDP1 cell noCPT: qHTS for Inhibitors of human tyrosyl-DNA phosphodiesterase 1 (TDP1): qHTS in cells in absence of CPT | DT40 Tdp1-/- hTDP1 cells, no CPT, ATP luminescence, 48 h | Potency, µM (highest dose often 46.2 µM), for the others: top-dose activity change, negative = growth inhibition, hits mostly inhibitors | hit rate 15% among 420,000 | AID 686978, 2013; also: nearly all actives have a fitted effect of over 55% in size
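Cells were dispensed at 400 per well, compounds added by pin tool, plates incubated ≥48 hr at 37 °C, then CellTiter-Glo added for 30 min at room temperature before luminescence reading. Line: DT40 Tdp1-/- complemented with hTDP1; camptothecin omitted.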
TDP1 block: qHTS Assay for Inhibitors of Tyrosyl-DNA Phosphodiesterase (TDP1); Tyrosyl-DNA phosphodiesterase 1 (Homo sapiens), Q9NUW8; recombinant TDP1, AlphaScreen DNA substrate cleavage; Potency, µM (titrated, usually from 130 µM), for the others: top-dose activity change, negative = inhibition, hits mostly inhibitors; hit rate 0.28% among 350,000; also: nearly all actives have a fitted effect of over 40% in size
Target sequence (Q9NUW8 whole entry, looked up): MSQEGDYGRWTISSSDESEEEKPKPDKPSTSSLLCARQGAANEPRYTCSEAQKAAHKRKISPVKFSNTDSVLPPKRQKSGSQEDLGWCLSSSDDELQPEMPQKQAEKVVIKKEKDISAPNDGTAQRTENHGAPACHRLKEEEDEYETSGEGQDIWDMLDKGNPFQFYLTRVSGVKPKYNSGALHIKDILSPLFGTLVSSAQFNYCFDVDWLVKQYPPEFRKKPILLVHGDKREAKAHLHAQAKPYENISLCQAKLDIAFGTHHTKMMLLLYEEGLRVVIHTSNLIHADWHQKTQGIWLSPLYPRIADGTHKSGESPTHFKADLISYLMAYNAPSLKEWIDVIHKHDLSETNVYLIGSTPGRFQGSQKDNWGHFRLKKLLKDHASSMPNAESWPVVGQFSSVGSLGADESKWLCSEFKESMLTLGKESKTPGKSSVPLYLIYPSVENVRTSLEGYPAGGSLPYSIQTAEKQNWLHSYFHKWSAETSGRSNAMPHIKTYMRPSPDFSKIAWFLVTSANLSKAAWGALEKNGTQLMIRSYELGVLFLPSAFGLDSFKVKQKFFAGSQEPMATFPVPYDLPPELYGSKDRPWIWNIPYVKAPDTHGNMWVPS
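Tdp1 1 nM final; 15 min RT w/ cpd; substrate 15 nM, 5 min; beads 10 ug/ml, 10 min; AlphaScreen read. Neg ctrl: no enzyme.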
TDP1 cell CPT: qHTS for Inhibitors of human tyrosyl-DNA phosphodiesterase 1 (TDP1): qHTS in cells in presence of CPT | AID 686979, 2013 | Potency, µM (top dose mostly 46.2 µM), for inactives: at the top dose activity change, negative = growth inhibition, hits mostly inhibitors | chicken DT40 Tdp1-/-;hTDP1 cells + 20 nM CPT, ATP luminescence, 48 h | hit rate 12% among 420,000; also: nearly all actives have a fitted effect of over 55% in size
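Chicken DT40 Tdp1-/- cells stably complemented with human TDP1 were seeded at 400 cells/well in medium containing 20 nM camptothecin, exposed to pin-transferred compounds, and grown at 37 °C for at least 48 hr. Viability was read as ATP luminescence.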
An asterisk follows results filed as active; u = inconclusive; x = not tested or not shown; & = joins results of further samples; [ ] = another dose, or the depositor's remark. Calls follow the shape of the dose curve; as a rule, active = well fitted curve in the direction sought with a large enough effect; inconclusive = small, poorly fitted or top-dose-only effect, or another doubt; inactive = no such curve, though single readings can be large; an effect the other way counts as inactive or inconclusive. % is scaled to controls: 0 for no effect and ±100 for the full control effect; potency is read from the fitted curve at half-maximal effect.

compound	TDP1 cell noCPT	TDP1 block	TDP1 cell CPT
CCOC(=O)C1CCCCN1C(=O)CCn1nnnc1CN1CCOCC1 (centres undefined)	18.8%	0.9%	2.6%
Cc1ccc(C)c(N2CCN(C(=O)c3ccc4c(c3)c(C)c(C)n4C)CC2)c1	16.4µM*	10.7%&13.2%	23.1µM*
CCOC(=O)Cc1nn(C)c(=O)c2ccccc12	u	-4.8%	u
CC(C)(C)C(=O)Nc1ccccc1N1CCN(c2ccc(F)cc2)CC1	u	x	-22.2%
CCOC(=O)C1(Cc2ccc(Cl)cc2)CCN(Cc2ccon2)CC1	u	-3.0%	u
Cc1ccc(NC(=O)COc2ccc(N(C)S(=O)(=O)c3ccc(F)cc3)cc2)cc1	16.4µM*	0.0%[56.1 µM]	u
CCC1=NN(S(=O)(=O)c2ccc(C)cc2)C(O)(C(F)(F)F)C1 (centres undefined)	1.9%	1.2%	5.0%
CCOC(=O)[C@]12CCC=C1N(Cc1cccc3ccccc13)C(=O)[C@H](CC(=O)N1CCN(C(=O)C3CC3)CC1)C2	u	x	u
O=C(NCc1ccccn1)c1ccc(/C=N/O)nc1	-13.0%	4.0%	7.5%
COc1ccc(/C(C)=N/NC(=O)CNC(=O)c2cccs2)cc1	-28.1%	4.9%	2.3%
CC1CCCN(CCOc2cccc(Oc3ccccc3)c2)C1 (centres undefined)	u	x	25.9µM*
CCN(CC)S(=O)(=O)c1ccc(C(=O)Nc2nnc(NC(=S)Nc3ccccc3)s2)cc1	23.1µM*	6.0%	u
C[C@H](NC(=O)C1CCN(S(=O)(=O)c2ccccc2)CC1)C(=O)NCc1ccncc1	0.1%	x	-9.9%
COc1ccc(C)cc1Cn1c(S(C)(=O)=O)nc2ccccc21	20.6µM*	2.8%	16.4µM*
CC(OCc1ccccc1)C(NC(=O)OC(C)(C)C)C(=O)NCC1CCCO1 (centres undefined)	-11.6%	2.4%	-27.0%
N#Cc1sc2nccc(Nc3ccccc3)c2c1N	2.06µM*	x	u
Cc1ccc(S(=O)(=O)NCC2COc3ccccc3O2)cc1 (centres undefined)	-2.5%	-2.8%	-11.9%
Cc1cc2nc(-c3cc(NC(=O)c4cc5ccccc5o4)ccc3Cl)oc2cc1C	16.4µM*	-0.4%[12.3 µM]	u
CCOC(=O)c1c(NC(=O)c2ccc(S(=O)(=O)N3CCC(C)CC3)cc2)sc2c1CCN(C(C)C)C2	14.6µM*	2.6%	23.1µM*
O=C1CC(c2ccccc2)Cc2[nH]c(=O)c(-c3nc(-c4ccc(Cl)c(Cl)c4)cs3)cc21 (centres undefined)	2.31µM*	-3.6%	3.26µM*
Cc1cc2ccccn2c1C(=O)c1ccccc1Br	u	2.1%	16.4µM*
CCc1ccccc1NC(=O)Nc1ccc2c(c1)OCO2	12.7%	-1.2%	-11.1%
COCCNC(=O)c1ccccc1N(Cc1ccccc1)S(=O)(=O)c1ccc(C)cc1	-18.2%	u	-16.0%
C#Cc1ccc([C@H]2C=C(C(=O)Nc3ccccc3)O[C@@H](OCc3ccc(CO)cc3)C2)cc1	u	3.5%	u
COc1ccc(C)cc1NC(=O)CSc1nc2ccccc2nc1N1CCOCC1	23.1µM*	-8.5%	u
Cc1ccc(C(=O)COC(=O)c2cc(C)no2)c(C)c1	-18.3%	-10.7%	25.4%
O=C(c1ccccc1)c1cccc(NC(=O)C2CC2)c1	-10.9%	-2.3%	-6.7%
CC(=O)NC(=S)Nc1cccc2ccc(C)nc12	-9.6%	x	6.3%
CCN(CC)C(=O)Cn1cnc2sc(C(=O)N3CCN(c4ccc(OC)cc4)CC3)c(C)c2c1=O	u	3.4%	-8.5%
Cc1ccc(-n2nc3ccc(NC(=O)/C=C/c4ccco4)cc3n2)cc1	u	x	20.6µM*
O=C(Cn1cncn1)NCc1cc(F)ccc1F	16.5%	2.7%	-11.4%
Cn1c(=O)c2cc(NC(=O)NCc3ccccc3)ccc2n1C/C=C/c1ccccc1	7.31µM*	x	7.31µM*
COc1ccc2c(c1)CCc1c(C(=O)Nc3c(C)nn(Cc4ccc(C)cc4)c3C)noc1-2	9.2µM*	4.5%	10.3µM*
O=C(Cc1ccc([N+](=O)[O-])cc1)N1CCN(c2ccc([N+](=O)[O-])cc2)CC1	7.31µM*	x	18.4µM*
CCc1ccc(C(=O)OCC(=O)N(CC)c2c(N)n(Cc3ccccc3)c(=O)[nH]c2=O)cc1	0.8%	-6.3%	-5.1%
COC(=O)C1OC1c1cc([N+](=O)[O-])ccc1OC (centres undefined)	0.9%	x	-2.6%
Cc1ccc(C2/C(=C(/O)c3ccc(Br)cc3)C(=O)C(=O)N2Cc2ccco2)o1 (centres undefined)	6.2%	2.1%	-2.2%
O=C(Nc1ccc(/C=C/c2nc3ccccc3o2)cc1)c1c(F)cccc1F	u	4.1%	u
Cc1cccc2cc3c(NC(=O)CC(C)C)nn(C)c3nc12	-16.4%	2.1%	-3.1%
CCN(CC#CCC1(O)c2ccccc2-c2ccccc21)CCO	-7.0%	2.0%	-3.2%

Quoted at random: 6 compounds from above.
compound	TDP1 cell noCPT	TDP1 block	TDP1 cell CPT
CC(OCc1ccccc1)C(NC(=O)OC(C)(C)C)C(=O)NCC1CCCO1 (centres undefined)	-11.6%	2.4%	-27.0%
O=C(NCc1ccccn1)c1ccc(/C=N/O)nc1	-13.0%	4.0%	7.5%
CCOC(=O)C1(Cc2ccc(Cl)cc2)CCN(Cc2ccon2)CC1	u	-3.0%	u
Cn1c(=O)c2cc(NC(=O)NCc3ccccc3)ccc2n1C/C=C/c1ccccc1	7.31µM*	x	7.31µM*
C[C@H](NC(=O)C1CCN(S(=O)(=O)c2ccccc2)CC1)C(=O)NCc1ccncc1	0.1%	x	-9.9%
CC(=O)NC(=S)Nc1cccc2ccc(C)nc12	-9.6%	x	6.3%

(listing goes on)
compound	TDP1 cell noCPT	TDP1 block	TDP1 cell CPT
O=C(CSc1ncn[nH]1)Nc1ncc(C(F)(F)F)cc1Cl	2.3%	2.5%	0.1%
O=C(NCCC1=CCCCC1)C1CC(=O)N(Cc2ccccc2)C1 (centres undefined)	-3.5%	1.9%	-3.4%
O=C(NC(=S)Nc1ccc(CN2CCCCC2)cc1)c1cc2ccccc2o1	20.6µM*	-4.2%	23.1µM*
CC(=O)c1cccc(NC(=O)Cc2ccc3c(c2)CCCC3)c1	u	-2.1%	u
COC(=O)c1ccc(NC(=O)CSc2nc(C)cc(C)c2C(=O)Nc2ccccc2)cc1	u	3.6%	u
CCn1c(SCC(=O)Nc2nccs2)nnc1-c1ccc(S(=O)(=O)N2CCCCC2)cc1	16.4µM*	4.7%	u
COC(=O)c1cc(C)sc1NC(=O)c1ccco1	-3.5%	-17.5%	0.6%
CC1=C(C(=O)N(C(C)C)C(C)C)CC(CC(=O)NCCc2ccccn2)C(=O)N1Cc1ccc(F)cc1 (centres undefined)	1.1%	x	0.9%
CC(=C\c1ccco1)/C=C1/SC(=S)N(CC(=O)O)C1=O	-7.4%	x	-4.4%
O=C(/C=C/c1ccco1)Nc1scc(-c2ccccc2)c1C(=O)O	u	x	u
COCCn1c(=NC(=O)CN2C(=O)CCC2=O)sc2cc(S(N)(=O)=O)ccc21	4.3%	-2.6%	10.6%
c1ccc(-c2ccccc2OCCCCn2ccnc2)cc1	25.9µM*	7.3%	23.1µM*
CCOc1ccc2[nH]c3c(NCCCOC)ncnc3c2c1	u	x	u
CCOc1cccc(OCCCNCCCOC)c1	-1.5%	-10.5%	0.8%
C[C@@H]1COC(=O)CCC/C=C\C[C@@H](CC(=O)N(CCO)Cc2ccccc2)C(=O)N1	-5.6%	0.2%	4.7%
COc1ccc(Cl)cc1NC(=O)CNCc1cccs1	u	x	-9.3%
CNc1cncc(-c2ccc(O)cc2C)n1	-20.8%	x	-23.6%
Cc1ccc(S(=O)C(c2ccccc2)c2ccccc2)cc1 (centres undefined)	u	x	u
CCn1c(=O)c(C(=O)Nc2ccccc2S(N)(=O)=O)c(O)c2ccccc21	-29.2%	8.4%	-19.6%
O=C(CSc1nc(-c2ccccc2Cl)ns1)c1ccc(Cl)cc1	u	-3.4%	-24.6%

(cont.)
Structure,TDP1 cell noCPT,TDP1 block,TDP1 cell CPT
Cc1ccc(NC(=O)c2c(C)oc3ccc(O)c(CN4CCCCC4)c23)c(C)c1,16.4µM*,0.0%,11.6µM*
Cc1[nH]c2ccc(-c3n[nH]c(=S)n3C)cc2c1C,-16.1%,9.4%,-12.8%
CCNC(=S)NN=C1c2ccccc2-c2ccccc21,3.66µM*,10.3%,3.66µM*
CC(Nc1nc(-c2ccc(F)cc2)cs1)c1nc2cc(C(F)(F)F)ccc2n1CCOCCO (centres undefined),u,x,u
C=C1CC[C@@H]2O[C@@]2(C)CC[C@H]2[C@H]1CC2(C)C,0.7%,4.8%,2.7%
Cc1ccccc1-c1cnc(C(O)c2cccc(C)c2C)[nH]1 (centres undefined),u,x,u
CCn1c(SCC(=O)N2CCCc3ccccc32)nnc1-c1c[nH]c2ccccc12,u,4.4%,u
CCCc1nnc(SCC(=O)Nc2ccc(NC(C)=O)cc2)n1-n1cccc1,-17.5%,0.4%,-9.8%
Nc1nc(SCc2ccc([N+](=O)[O-])cc2)c2ncn([C@@H]3O[C@H](CO)[C@@H](O)[C@H]3O)c2n1,-27.3%,9.8%,-2.3%
CCC(C)NC(=O)CCCc1nnc2n(CC(C)C)c(=O)c3sccc3n12 (centres undefined),-9.9%,2.6%,2.0%
O=c1c2ccccc2c(C=Nc2ccc(Cl)cn2)c(O)n1-c1cc(Cl)ccc1N1CCOCC1,1.46µM*,-2.1%,u
O=C(Nc1ccc(S(=O)(=O)N2CCCCC2)cc1)C1CC(=O)N(c2ccccc2)C1 (centres undefined),u,0.9%,u
CC(=O)Nc1ccc(NC(=O)C(C)OC(=O)C(C)SCC(=O)Nc2ccc(F)cc2)cc1 (centres undefined),-20.5%,-3.3%,1.6%
CC(=O)c1cccc(NC(=O)COC(=O)c2ccc3c(c2)OCO3)c1,1.7%,-0.6%,-1.1%
COC(=O)c1cc(Cl)ccc1NCC(N)c1ccccc1 (centres undefined),u,x,18.4µM*
CCOc1ccc(CN2CCN(Cc3cccc4c3OCO4)CC2CCO)cc1 (centres undefined),u,1.2%,u
COc1ccc(CC(NC(C)=O)C(=O)NC2CCN(c3nc(C)cc(C)c3C#N)CC2)cc1OC (centres undefined),-0.2%,0.6%,-16.4%
COc1ccc(-c2cc(C(=O)Nc3cc(S(N)(=O)=O)ccc3C)c3ccccc3n2)cc1OC,23.1µM*,x,u
O=C(CSc1nnc(CNC(=O)c2ccco2)o1)Nc1ccccc1,9.7%,-5.8%,-5.3%
CC(C)OCC(O)Cn1c(N2CCCC2)nc2c1c(=O)[nH]c(=O)n2C (centres undefined),-3.6%,7.8%,-0.6%
O=C(CSc1nnc(CNC(=O)c2c(F)cccc2Cl)o1)NC1CCCC1,22.8%,1.6%,2.0%
CCOC(=O)C1CCN(C(=O)COC(=O)CSc2ccc([N+](=O)[O-])cc2)CC1,-27.9%,0.5%,-20.3%
O=C(Nc1ccc(Br)cc1F)c1cc(S(=O)(=O)NC2CCCCC2)ccc1F,20.6µM*,9.3%,23.1µM*
Cc1nc(N2CCCCC2)c2c(C)c(C(=O)Nc3cccc(C(F)(F)F)c3)sc2n1,u,-2.6%,u
O=C(Nc1ccccc1F)c1ccc(Cn2cc(Br)cn2)cc1,u,-2.6%,-29.2%

Sorted by formula weight (largest number first): some entries from above.
Structure,TDP1 cell noCPT,TDP1 block,TDP1 cell CPT
COc1ccc(CC(NC(C)=O)C(=O)NC2CCN(c3nc(C)cc(C)c3C#N)CC2)cc1OC (centres undefined),-0.2%,0.6%,-16.4%
Cc1nc(N2CCCCC2)c2c(C)c(C(=O)Nc3cccc(C(F)(F)F)c3)sc2n1,u,-2.6%,u
CC(=O)c1cccc(NC(=O)COC(=O)c2ccc3c(c2)OCO3)c1,1.7%,-0.6%,-1.1%
